GSTO1 counter – inhibitors of recombinant GSTO1, primary screen, counter-screen for RBBP9 inhibitor project, biochemical, fluorescence polarization | actives 1.1% (n = 300,000) | activity-based probe fluorescence polarization | inhibition, % at 5.96 µM | Glutathione S-transferase omega-1 (Homo sapiens), P78417;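 active = inhibition above the campaign mean inhibition plus 3 SD, cut at about 35% in these data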;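 also: 0% = GSTO1-1 with DMSO and 100% = wells lacking GSTO1-1 enzyme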
Target sequence (P78417 whole entry, looked up): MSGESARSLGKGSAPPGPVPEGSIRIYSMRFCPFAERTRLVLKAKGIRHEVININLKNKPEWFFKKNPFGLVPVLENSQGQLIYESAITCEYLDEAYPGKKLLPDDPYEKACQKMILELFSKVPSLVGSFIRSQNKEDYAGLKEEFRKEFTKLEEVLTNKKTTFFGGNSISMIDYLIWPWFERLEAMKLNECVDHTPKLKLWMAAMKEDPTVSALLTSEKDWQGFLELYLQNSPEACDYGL
Fam108B counter – mouse Fam108B serine hydrolase inhibitors, primary screen, counter-screen for RBBP9 inhibitor project, biochemical, fluorescence polarization; recombinant Fam108B, FP-Rh probe fluorescence polarization; inhibition, % at 9.51 µM; actives 0.33% (n = 300,000);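 active = inhibition above the screen mean inhibition plus 3 SD, computed separately per campaign, cut at about 18% in these data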;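 also: inhibitors lower polarization as less probe binds the enzyme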
PME-1 inh – PME-1 inhibitors via competitive probe labeling, primary screen, biochemical, fluorescence polarization, FP-Rh probe, HTS. Protein phosphatase methylesterase 1 (Homo sapiens), Q9Y570. recombinant PME-1. inhibition, % at 5.9 µM. actives 0.53% (n = 320,000). AID 2130, 2009;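 active = inhibition above the campaign mean of all compounds plus 3 SD, cut at about 26% in these data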;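 also: competitive labeling of PME-1 active site by serine hydrolase directed probe; 0% = PME-1 with DMSO and 100% = wells lacking PME-1 enzyme; inhibitors block probe labeling so polarization falls and inhibition rises; many of its hits are not listed in these tables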
Bcl-xL primary – inhibitors of human Bcl-xL, primary screen, biochemical, fluorescence polarization, HTS. actives 0.7% (n = 320,000). inhibition, % at 10.9 µM. Bcl-2-like protein 1 (Homo sapiens), Q07817. GST-Bcl-xL / FITC-Bim BH3 peptide fluorescence polarization;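 active = inhibition above the mean of all tested compounds plus 3 SD, cutoff set per campaign, cut at about 30% in these data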;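 also: 0% = DMSO wells and 100% = unlabeled Bim-BH3 peptide competitor; inhibitors lower millipolarization by displacing the labeled peptide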
MCL1-BIM inh – inhibitors of MCL1 binding to BIM-BH3, primary screen, biochemical, fluorescence polarization. Induced myeloid leukemia cell differentiation protein Mcl-1 (Homo sapiens), Q07820. GST-MCL1 / FITC-Bim-BH3 fluorescence polarization. inhibition, % at 10.9 µM. actives 0.68% (n = 320,000). AID 2057, 2009;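 active = inhibition above the mean inhibition of all tested compounds plus 3 SD, set per campaign, cut at about 40% in these data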;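 also: 0% = DMSO wells and 100% = unlabeled Bim-BH3 peptide control; higher means more loss of mP so more displacement of Bim peptide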
Target sequence (Q07820 whole entry, looked up): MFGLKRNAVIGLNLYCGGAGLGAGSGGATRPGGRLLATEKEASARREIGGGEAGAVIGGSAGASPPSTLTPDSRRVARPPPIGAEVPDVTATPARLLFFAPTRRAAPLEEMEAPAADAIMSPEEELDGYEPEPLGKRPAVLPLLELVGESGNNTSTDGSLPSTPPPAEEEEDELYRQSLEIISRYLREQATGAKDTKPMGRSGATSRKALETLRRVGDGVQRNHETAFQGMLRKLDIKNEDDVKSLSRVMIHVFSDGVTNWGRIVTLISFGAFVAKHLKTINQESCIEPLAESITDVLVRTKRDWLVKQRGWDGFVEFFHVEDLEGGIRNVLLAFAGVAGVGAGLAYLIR
PAD4 FP inh – human PAD4 inhibitors, primary screen, biochemical, fluorescence polarization, 1536-well format | Protein-arginine deiminase type-4 (Homo sapiens), Q9UM07 | recombinant PAD4, RCA probe fluorescence polarization | inhibition, % at 6.36 µM | actives 0.41% (n = 330,000);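 active = percent inhibition above a cutoff equal to the mean of all tested compounds plus 3 SD, cut at about 15% in these data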;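 also: 0% = PAD4 with RCA probe and DMSO and 100% = probe without PAD4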
TPT1 inhibitor – Candida albicans TPT1 enzyme inhibitors, primary screen, biochemical, fluorescence polarization | tRNA 2'-phosphotransferase TPT1 (Candida albicans SC5314) | recombinant caTPT1, FP RNA substrate dephosphorylation | inhibition, % at 5 µM | actives 0.81% (n = 300,000) | AID 1962, 2009;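 active = inhibition above the mean of all tested compounds plus 3 SD, set per screening campaign, cut at about 24% in these data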;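 also: plate controls were DMSO alone for no effect and ferristatin control at 100 nM for full effect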
GLD-1 RNA inh – GLD-1/TGE RNA complex disruptors, primary screen, biochemical, fluorescence polarization | Female germline-specific tumor suppressor gld-1 (Caenorhabditis elegans), Q17339 | purified GLD-1 + fluorescein TGE RNA | inhibition, % at 5.96 µM | actives 0.44% (n = 320,000) | AID 2280, 2010;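 active = percent inhibition above a per-plate cutoff, the plate mean of test compounds plus 3 SD, cut at about 30% in these data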;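 also: 0% = DMSO wells with GLD-1 and probe and 100% = wells lacking GLD-1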
MEX-5 binding – MEX-5 zinc finger RNA-binding disruptors – biochemical, C. elegans, fluorescence polarization, MLPCN library, primary screen. activity score (negative = inhibition of binding), % at 10 µM. AID 1832, 2009. actives 0.38% (n = 300,000). MEX-5/FITC-TCR2 RNA binding; stronger effect = lower value;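 active = inhibition past about -25% in most replicates, and total fluorescence under double the plate's negative control median, limit read from the data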;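 also: 0% = DMSO and -100% = 5 µM competing unlabeled TCR2 RNA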
Target sequence (Q9XUB2 whole entry, looked up): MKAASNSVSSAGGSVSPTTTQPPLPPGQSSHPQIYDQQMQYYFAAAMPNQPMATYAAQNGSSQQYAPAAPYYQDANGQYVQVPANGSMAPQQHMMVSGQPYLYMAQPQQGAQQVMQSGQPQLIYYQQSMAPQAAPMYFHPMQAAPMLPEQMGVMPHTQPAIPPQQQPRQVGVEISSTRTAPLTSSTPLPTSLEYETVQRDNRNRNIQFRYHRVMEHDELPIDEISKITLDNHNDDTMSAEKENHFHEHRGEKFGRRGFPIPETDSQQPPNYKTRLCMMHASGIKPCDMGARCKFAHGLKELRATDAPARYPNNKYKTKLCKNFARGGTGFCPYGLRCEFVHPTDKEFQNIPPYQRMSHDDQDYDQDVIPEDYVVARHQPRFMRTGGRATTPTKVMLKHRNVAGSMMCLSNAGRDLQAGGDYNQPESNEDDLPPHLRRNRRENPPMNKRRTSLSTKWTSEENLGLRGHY
Active calls of the source: *; · = no result given. These rows are one share of the data (hit frequency here may not be typical).

SMILES | MCL1-BIM inh | PAD4 FP inh | Bcl-xL primary | PME-1 inh | MEX-5 binding | TPT1 inhibitor | GSTO1 counter | Fam108B counter | GLD-1 RNA inh
CCCCn1c(N)c(N(CC(C)C)C(=O)CCCSc2nncs2)c(=O)[nH]c1=O | -4 | -1 | -5 | -7 | 1.9 | 3 | -5 | -2 | -1
CCn1c(/C=C2\C(=O)Nc3ccccc32)nc2ccccc2c1=O | 3 | 3 | 7 | 8 | -1.6 | -2 | -3 | 2 | 2
O=C(NCCc1ccccc1)C1CCN(C2CCN(Cc3ccco3)CC2)CC1 | 9 | 0 | 10 | 2 | -0.6 | 4 | 0 | 3 | 1
Cc1cc(C)c2c(CN3CC(C)OC(C)C3)cc(=O)oc2c1C (configuration not stated) | 4 | 1 | 3 | 5 | -2.5 | 1 | -8 | 2 | 9
C=C(C)COc1ccc(-c2ncnc(C(F)(F)F)c2-c2ccc(OC)cc2)c(O)c1 | 2 | -2 | -1 | -5 | 0.3 | 2 | 5 | -2 | -6
CCCC(=O)Nc1ccc2c(c1)Cc1ccccc1-2 | 6 | -1 | 5 | -5 | 1.0 | -3 | 2 | 0 | 1
Cc1cc(Cl)c2oc(C(=O)NCCN3CCCCC3CO)c(C)c2c1 (configuration not stated) | -1 | 1 | 5 | -4 | 0.2 | 6 | 4 | -4 | 5
O=C(Nc1ccccc1Cl)/C(Cl)=C(\Cl)S(=O)c1ccccc1 (configuration not stated) | -2 | 16* | 4 | -34 | 2.2 | -3 | -7 | -28 | 8
COc1ccc(NC(=O)C2CCN(S(=O)(=O)c3ccc4c(c3)NC(=O)CO4)CC2)cc1 | 1 | 1 | 2 | -1 | 0.4 | 1 | 5 | -2 | 1
Cc1cc(C)c(CN2CCN(C(=O)Cn3ccc(NC(=O)OCc4ccccc4)nc3=O)CC2)c(C)c1 | 3 | -2 | -1 | -5 | · | · | · | · | 2
COC(=O)CCNC(=O)Cn1cnc2sc3c(c2c1=O)CCCC3 | -5 | -7 | 1 | -5 | -2.0 | -3 | 4 | -1 | 14
Cc1c(C(=O)Nc2ccccc2F)sc2ncn(CC(=O)N3CCOCC3)c(=O)c12 | -3 | -5 | -1 | -1 | 1.6 | -2 | 3 | 1 | -1
CCCCn1nc(CC(=O)NCCN(CC)CC)c2ccccc2c1=O | 8 | 7 | 3 | 0 | 0.8 | -1 | 2 | -2 | 1
O=C(c1cc(-c2ccncc2)nc2c(Cl)cccc12)N1CCN(c2ccccc2F)CC1 | 8 | 0 | 5 | -1 | -0.3 | 1 | 1 | 2 | 2
O=C(Nc1nnc(C2CC2)s1)C1=NN(C2CCS(=O)(=O)C2)C(=O)CC1 (configuration not stated) | 3 | 0 | -1 | 6 | 2.6 | 0 | 12 | 0 | -2
COc1ccc(CCNC(=O)c2cccc(NS(=O)(=O)c3ccccc3F)c2)cc1OC | 2 | -3 | 3 | 2 | -0.8 | -2 | 3 | 3 | -1
COc1cc(/C=C2/C(=O)ON=C2c2ccccc2)ccc1O | 12 | -2 | 6 | -15 | 38 | 4 | 18 | 6 | -3
C[n+]1cccc(C(=O)[O-])c1 | 5 | 2 | 6 | 8 | · | -4 | 2 | 4 | 3
Cc1cccc(C)c1OCc1cc(C(=O)N2CCCCCCC2)no1 | -8 | 1 | 2 | 4 | 1.7 | -6 | 10 | -3 | -1
CCOc1ccc(C(=O)Nc2ccc(N3CCCC3)cc2)cc1 | 0 | 1 | -3 | 0 | -0.9 | 10 | 4 | -5 | 0
C1CN=C(NC23CC4CC(CC(C4)C2)C3)C1 | -2 | 1 | 5 | -1 | 0.5 | -2 | -3 | -5 | 2
O=C(c1c(F)cccc1F)N(Cc1cccs1)C1CCCC1 | 3 | -1 | -2 | 2 | -1.6 | 1 | -3 | 0 | -3
COc1ccc2cc(C3=CC(=O)C[C@H](c4ccc5c(c4)OCO5)C3)ccc2c1 | 0 | 2 | 2 | -8 | · | · | · | · | -6
Cc1cc(NC(=O)COC(=O)Cn2c(C)csc2=O)ccc1Br | -4 | 3 | 2 | 7 | -0.2 | 0 | 1 | 1 | 5
CN(Cc1nc(-c2cnccn2)no1)CC(O)c1ccccc1 (configuration not stated) | -1 | 1 | 1 | 7 | 1.0 | 4 | 6 | 2 | -12
O=C(NN1C(=O)c2ccccc2NC1c1cccnc1)c1ccc([N+](=O)[O-])cc1 (configuration not stated) | 4 | 1 | 2 | 6 | -1.1 | -2 | 10 | 4 | 5
Cc1ccc(C2Nc3ccccc3C(=O)N2CCCN2CCOCC2)cc1 (configuration not stated) | 7 | -3 | 9 | 0 | 2.0 | -2 | 3 | -2 | 1
O=C(NCCOc1ccc(Cl)cc1)C1CC(=O)N(c2ccc3c(c2)OCCO3)C1 (configuration not stated) | -13 | 1 | -9 | 0 | · | · | · | · | 1
Cn1c(=O)c(=O)n(C)c2cc(S(=O)(=O)N3CCCC3C(=O)NCc3cccs3)ccc21 (configuration not stated) | -2 | 2 | 2 | 2 | -0.1 | 0 | -2 | 1 | -1
CCOC(=O)C(c1ccccc1)C(Nc1cc(C(F)(F)F)cc(C(F)(F)F)c1)c1ccccn1 (configuration not stated) | 3 | 1 | 2 | -2 | -0.8 | -2 | 2 | -2 | -3

An excerpt from above in order of the Bcl-xL primary value, rising:
| Molecule | Bcl-xL primary |
| --- | --- |
| CCCCn1c(N)c(N(CC(C)C)C(=O)CCCSc2nncs2)c(=O)[nH]c1=O | -5 |
| CN(Cc1nc(-c2cnccn2)no1)CC(O)c1ccccc1 (configuration not stated) | 1 |
| Cc1cc(NC(=O)COC(=O)Cn2c(C)csc2=O)ccc1Br | 2 |
| Cc1cc(C)c2c(CN3CC(C)OC(C)C3)cc(=O)oc2c1C (configuration not stated) | 3 |
| Cc1ccc(C2Nc3ccccc3C(=O)N2CCCN2CCOCC2)cc1 (configuration not stated) | 9 |
| O=C(NCCc1ccccc1)C1CCN(C2CCN(Cc3ccco3)CC2)CC1 | 10 |

Some of the entries above, reformatted:
O=C(Nc1nnc(C2CC2)s1)C1=NN(C2CCS(=O)(=O)C2)C(=O)CC1 (configuration not stated)
  MCL1-BIM inh = 3; PAD4 FP inh = 0; Bcl-xL primary = -1; PME-1 inh = 6; MEX-5 binding = 2.6; TPT1 inhibitor = 0; GSTO1 counter = 12; Fam108B counter = 0; GLD-1 RNA inh = -2
COc1ccc(CCNC(=O)c2cccc(NS(=O)(=O)c3ccccc3F)c2)cc1OC
  MCL1-BIM inh = 2; PAD4 FP inh = -3; Bcl-xL primary = 3; PME-1 inh = 2; MEX-5 binding = -0.8; TPT1 inhibitor = -2; GSTO1 counter = 3; Fam108B counter = 3; GLD-1 RNA inh = -1

Remaining list, next part:
SMILES | MCL1-BIM inh | PAD4 FP inh | Bcl-xL primary | PME-1 inh | MEX-5 binding | TPT1 inhibitor | GSTO1 counter | Fam108B counter | GLD-1 RNA inh
Cc1ccccc1C1NC(c2ccccc2C)C(C)C(=O)C1C (configuration not stated) | 10 | -1 | 3 | 10 | 0.9 | -2 | 0 | 4 | -3
Cc1cc(C)cc(N(C(=O)c2csnn2)C(C(=O)NC(C)(C)C)c2cccnc2)c1 (configuration not stated) | -2 | -4 | 0 | 2 | -2.5 | 4 | 0 | 2 | -5
CC(=O)Nc1ccc(S(=O)(=O)N2CCN(Cc3csc(C)n3)CC2)cc1 | 4 | 4 | 6 | 5 | 2.4 | 1 | 4 | 1 | 6
O=C(CC1N=C2c3ccccc3N=C(SCc3ccc(F)cc3)N2C1=O)NCc1ccco1 (configuration not stated) | 6 | -2 | 10 | -3 | -0.1 | -4 | 8 | -1 | 17
CCCCCCCNC(=O)C1(CC2CC(c3ccc(Cl)cc3)=NO2)CCN(C(=O)C2CCCC2)CC1 (configuration not stated) | 5 | 3 | 6 | 2 | 0.5 | -3 | -2 | 0 | 0
Cc1cccc(C)c1NC(=O)c1sc(N)nc1-c1ccccc1 | -3 | -3 | -4 | 2 | -1.8 | 0 | -1 | -2 | 1
Fc1cccc(CN2CCN(Cc3nc(CCc4ccccc4)no3)CC2)c1 | 3 | 2 | 3 | 9 | 0.8 | 1 | 1 | -3 | -2
Cc1ccc(-n2nc3c(c2NC(=O)c2ccc(OC(C)C)cc2)CS(=O)C3)cc1 (configuration not stated) | 2 | 1 | 0 | -5 | 1.7 | 0 | 4 | -2 | 2
CS(=O)(=O)c1cccc(C(=O)Nc2cccc(-c3nc4ccccc4[nH]3)c2)c1 | 2 | 20* | 1 | -22 | -3.0 | 0 | -23 | -8 | 7
Fc1ccccc1/C=C1\CCCC2=C1Nc1nnnn1C2c1ccccc1F (configuration not stated) | 6 | 0 | 4 | 0 | -1.3 | -2 | -5 | -2 | 3
COC(=O)c1sc(N2CCN(c3ccc(Cl)cc3)CC2)nc1N | -4 | 1 | -1 | 1 | -1.1 | -2 | 9 | 0 | 15
Nc1nc2ncc(C(=O)c3cc(Cl)cc(Cl)c3O)cc2s1 | 29 | -8 | 32* | 17 | -14 | 4 | 11 | 7 | -6
CCC(=O)N1CCN=C1SCc1c(F)cccc1Cl | 8 | 5 | 6 | 0 | 3.0 | 2 | 5 | -1 | 4
Cc1cc(Cl)c2oc(C(=O)N(C)CCCCN3CCOCC3)c(C)c2c1 | 2 | -2 | 4 | 6 | 2.0 | 1 | 4 | 3 | 4
COc1ccc(CC(=O)Oc2ccc(C(C)(C)C)cc2)cc1S(=O)(=O)N1CCOCC1 | -1 | 1 | 0 | -1 | -0.2 | -3 | 12 | 0 | 6
Cc1ccc(S(=O)(=O)NCCC(=O)OCC(=O)N(Cc2ccccc2)C(C)(C)C)cc1C | 2 | 4 | 11 | 8 | -0.6 | -3 | 8 | -1 | 0
Cc1ccc(S(=O)CCNC(=O)Cc2ccccc2)cc1 (configuration not stated) | 3 | 4 | 1 | -10 | 0.1 | -3 | 1 | 5 | -5

Retrieved one by one from above, 3 records:
SMILES | MCL1-BIM inh | PAD4 FP inh | Bcl-xL primary | PME-1 inh | MEX-5 binding | TPT1 inhibitor | GSTO1 counter | Fam108B counter | GLD-1 RNA inh
Cc1cc(C)cc(N(C(=O)c2csnn2)C(C(=O)NC(C)(C)C)c2cccnc2)c1 (configuration not stated) | -2 | -4 | 0 | 2 | -2.5 | 4 | 0 | 2 | -5
Cc1ccccc1C1NC(c2ccccc2C)C(C)C(=O)C1C (configuration not stated) | 10 | -1 | 3 | 10 | 0.9 | -2 | 0 | 4 | -3
CCC(=O)N1CCN=C1SCc1c(F)cccc1Cl | 8 | 5 | 6 | 0 | 3.0 | 2 | 5 | -1 | 4
